MOR-DOR inv ag = inverse agonist of human OPRM1-OPRD1 heterodimerization | P35372+P41143 | cell-based MOR-DOR heterodimer luminescence, inverse agonism | inhibition, % at 9.3 µM | actives 0.21% (n = 340,000); in the data active means inhibition above about 22%, passing the limit was not always enough;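 further: 0% = cells with DMSO and 100% = wells without cells with DMSO; values of inactives mirror those of a sister screen read the other way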
Keap1-Nrf2 PPI = disrupts human Keap1 binding to Nrf2 peptide; inhibition, % at 9.4 µM; actives 0.15% (n = 340,000); AID 504523; Keap1 Kelch-Nrf2 peptide fluorescence polarization, 1536-well; in the data active means inhibition above about 12%;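 further: human Keap1 Kelch domain with fluorescein labeled Nrf2 9mer peptide probe; 0% = neutral control wells and 100% = peptide positive control; higher means more block of Keap1 binding to Nrf2 peptide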
Cardiac RTF inh = cardiac RTF calcium desensitization; AID 493244; inhibition, % at 7.15 µM; IANBD-labeled cardiac RTF, Ca2+ fluorescence; P19429+P45379; actives 0.12% (n = 340,000);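 active means inhibition above the mean inhibition of all tested compounds plus 3 SD, cut at about 17% in these data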;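 further: assay run at fixed EC70 calcium of 1.6 mM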
V-ATPase pH = alters yeast V-ATPase proton transport; S. cerevisiae, pHLuorin cytosolic pH fluorescence; response, % at 10 µM; actives 0.37% (n = 350,000); in the data active means response mostly above about 7.3%, no sharp cut-off; inactive means mostly below about 5.4%; further: actives read high; inactives centre near 0; some compounds called inactive have numbers as strong as hits; reference of the scale not given here
LANA DNA inh = inhibitors of KSHV LANA C-terminal domain DNA binding; AID 504423; MBP-C-LANA/FAM-LBS DNA binding, fluorescence polarization; inhibition, % at 9 µM; actives 0.078% (n = 340,000);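 active means highest replicate inhibition at or above 60% at 9 µM, even if other replicates fall short; inactive means all replicates below 60% inhibition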;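 further: 0% = neutral control wells and 100% = 4 µM acridine orange control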
Wnt act = activates Wnt/beta-catenin signaling in a reporter cell assay. AID 743398. actives 1.2% (n = 300,000). activation, % at 9.35 µM. activator, plate reader; in the data active means activation above about 30%, passing the limit was not always enough;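 further: 0% = neutral control wells and 100% = positive control wells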
DSG3 Ab inh = inhibitors of pemphigus antibody binding to human desmoglein-3; AID 588358; DSG3-coupled beads, scFv-anti-DSG3-GFP binding, flow cytometry; stronger effect = lower value; binding (percent of control), % at 10 µM; P32926; actives 0.48% (n = 310,000);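 active means binding more than 3 SD below its plate's average and above zero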;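 further: hits lower antibody fragment binding to DSG3; some compounds called inactive have numbers as strong as hits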
Target sequence (P32926 whole entry, looked up, the tested form may be a part): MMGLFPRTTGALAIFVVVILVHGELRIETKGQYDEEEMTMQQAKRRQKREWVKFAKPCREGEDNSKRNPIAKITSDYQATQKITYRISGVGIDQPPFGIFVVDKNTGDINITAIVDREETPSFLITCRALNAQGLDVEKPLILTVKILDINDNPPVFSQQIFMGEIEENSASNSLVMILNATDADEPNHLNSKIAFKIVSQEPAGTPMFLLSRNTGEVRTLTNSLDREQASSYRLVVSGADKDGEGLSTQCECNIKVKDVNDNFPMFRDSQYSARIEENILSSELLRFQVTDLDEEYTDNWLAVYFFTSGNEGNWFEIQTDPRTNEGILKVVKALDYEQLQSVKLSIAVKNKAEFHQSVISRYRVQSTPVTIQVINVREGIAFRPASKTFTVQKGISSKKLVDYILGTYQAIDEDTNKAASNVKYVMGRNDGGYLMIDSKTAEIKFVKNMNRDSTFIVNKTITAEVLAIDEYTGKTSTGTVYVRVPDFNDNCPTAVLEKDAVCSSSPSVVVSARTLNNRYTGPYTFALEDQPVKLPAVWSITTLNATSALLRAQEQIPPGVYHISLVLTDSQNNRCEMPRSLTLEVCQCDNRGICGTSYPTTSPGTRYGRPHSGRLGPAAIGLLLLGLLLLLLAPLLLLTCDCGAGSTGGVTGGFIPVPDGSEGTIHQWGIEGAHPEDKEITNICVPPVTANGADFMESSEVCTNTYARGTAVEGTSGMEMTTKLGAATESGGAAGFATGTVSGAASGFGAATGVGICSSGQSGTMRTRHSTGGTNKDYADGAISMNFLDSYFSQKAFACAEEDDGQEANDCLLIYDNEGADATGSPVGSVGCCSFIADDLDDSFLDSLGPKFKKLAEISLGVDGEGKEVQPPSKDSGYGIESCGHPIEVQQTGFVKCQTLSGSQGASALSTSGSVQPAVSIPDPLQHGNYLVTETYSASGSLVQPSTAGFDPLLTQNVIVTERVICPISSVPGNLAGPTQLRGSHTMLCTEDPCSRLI
MOR-DOR ag = agonists of human mu-delta opioid receptor heterodimerization; activation, % at 9.3 µM; P35372+P41143; cells, OPRM1-OPRD1 heterodimerization, luminescence; actives 0.3% (n = 340,000); AID 504326; in the data active means activation above about 18%;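 further: 0% = vehicle-treated cells and 100% = reference agonist; values of inactives mirror those of a sister screen read the other way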
Arr AP2 block = human beta-arrestin and AP2 interaction inhibition. AID 504490. inhibition, % at 10 µM. actives 0.31% (n = 340,000). FITC-arrestin peptide / GST-AP2 beads, flow cytometry; AP2 beta2 appendage carries R879A mutation;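 active means inhibition above a set limit, near 3 SD of compounds lacking own fluorescence, cut at about 54% in these data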;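 further: plate controls were DMSO wells for no effect and 5 µM unlabelled arrestin peptide for full effect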
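System: GST-AP2 R879A glutathione beads | Also added: FITC-arrestin peptide, 50 nM | Times: 12 min plus 1 h, RT | Signal: Bead flow cytometry, FITC channel | Buffer or medium: PBS with 0.05% Tween 20 and 0.1% BSA | Read-out basis: Percent drop in bead-associated FITC signal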
cardiac RTF act = cardiac RTF calcium sensitization | IANBD-labeled TnC RTF fluorescence at EC20 calcium; 0% EC20 calcium, 100% full calcium | activation, % at 7.2 µM | actives 0.24% (n = 340,000) | AID 493008;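 active means activation above the mean over all tested compounds plus 3 SD, cut at about 30% in these data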;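 further: rise in fluorescence read as greater calcium sensitivity of cardiac thin filaments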
The depositor's hits bear a star; . = no result given. An excerpt, so the mix of outcomes need not match the whole.

Preview (two entries):
canonical_smiles	MOR-DOR inv ag	Keap1-Nrf2 PPI	Cardiac RTF inh	V-ATPase pH	LANA DNA inh	Wnt act	DSG3 Ab inh	MOR-DOR ag	Arr AP2 block	cardiac RTF act
O=c1c2ccccc2nc(/C=C/c2ccccc2O)n1-c1ccccc1O	0	-3	-5	1	-0.1	3	108	0.0	37	5
COc1ccc(OC)c(NP(=O)(Oc2ccc(Cl)cc2)Oc2ccc(Cl)cc2)c1	10	0	11	-1	-1.0	-1	110	-1.9	1	-1

All compounds of this part, from the start:
canonical_smiles	MOR-DOR inv ag	Keap1-Nrf2 PPI	Cardiac RTF inh	V-ATPase pH	LANA DNA inh	Wnt act	DSG3 Ab inh	MOR-DOR ag	Arr AP2 block	cardiac RTF act
O=c1c2ccccc2nc(/C=C/c2ccccc2O)n1-c1ccccc1O	0	-3	-5	1	-0.1	3	108	0.0	37	5
COc1ccc(OC)c(NP(=O)(Oc2ccc(Cl)cc2)Oc2ccc(Cl)cc2)c1	10	0	11	-1	-1.0	-1	110	-1.9	1	-1
CCCNC(=O)N1[C@H]2CC[C@@H]1C(C(=O)OC)=C(c1c(C)noc1C)C2	-1	-2	-3	6	2.5	-7	102	0.1	12	15
CC1=C(C(=O)O)N2C(=O)[C@@H](NC(=O)CCCC(=O)O)[C@H]2SC1	16	-2	-2	-4	2.2	3	107	-3.1	0	-5
Cc1nn(C)cc1/C=C1/CC2C3CC=C4CC(O)CCC4(C)C3CCC2(C)C1=O (stereo unspecified)	5	-4	-9	3	1.0	2	106	-0.9	-2	1
CCC(Oc1cc(Cl)ccc1Cl)C(=O)N1CCC2(CC1)OCCO2 (stereo unspecified)	5	-1	6	-1	-0.9	-3	95	-0.9	-1	2
COc1ccc(C(=O)Oc2cccc3cccnc23)cc1S(=O)(=O)N1CCOCC1	13	.	-2	3	.	6	118	-2.6	3	0
Cc1ccc(-n2c(O)c(C=Nc3ccc(S(N)(=O)=O)cc3)c(=O)[nH]c2=O)cc1	10	-9	-1	2	-1.6	0	105	-1.9	10	-3
COc1cccc(N2C(=O)NC(=O)/C(=C\c3cn(C)c4ccccc34)C2=O)c1	-9	-4	-9	4	-2.6	-1	117	1.9	11	5
O=C(O)c1cccc2nc3ccccc3nc12	-16	-5	3	7	-0.7	-2	106	3.2	5	14
O=C(Nc1ccccc1)c1cccn(Cc2ccccc2)c1=O	-7	-3	13	-11	-0.6	15	99	1.2	-11	3
CCn1c(NN=O)nc2ccccc21	0	-2	0	-2	2.6	0	99	0.0	3	-2

Given as labelled records: entries from further up
O=c1c2ccccc2nc(/C=C/c2ccccc2O)n1-c1ccccc1O
  MOR-DOR inv ag = 0
  Keap1-Nrf2 PPI = -3
  Cardiac RTF inh = -5
  V-ATPase pH = 1
  LANA DNA inh = -0.1
  Wnt act = 3
  DSG3 Ab inh = 108
  MOR-DOR ag = 0.0
  Arr AP2 block = 37
  cardiac RTF act = 5

COc1cccc(N2C(=O)NC(=O)/C(=C\c3cn(C)c4ccccc34)C2=O)c1
  MOR-DOR inv ag = -9
  Keap1-Nrf2 PPI = -4
  Cardiac RTF inh = -9
  V-ATPase pH = 4
  LANA DNA inh = -2.6
  Wnt act = -1
  DSG3 Ab inh = 117
  MOR-DOR ag = 1.9
  Arr AP2 block = 11
  cardiac RTF act = 5

New compounds follow:
canonical_smiles	MOR-DOR inv ag	Keap1-Nrf2 PPI	Cardiac RTF inh	V-ATPase pH	LANA DNA inh	Wnt act	DSG3 Ab inh	MOR-DOR ag	Arr AP2 block	cardiac RTF act
OC(CNC1CCCCC1)C(F)(F)F (stereo unspecified)	19	0	-6	-2	0.8	0	101	-3.8	10	2
CCCCn1c(=O)c(C(=O)Nc2cnccn2)c(O)c2ccccc21	14	-4	-4	-1	0.5	.	100	-2.5	-5	5
COc1ccccc1N1CCN(CCc2ccccc2)CC1	0	-1	-8	-2	5.2	-1	115	0.0	11	-2
CCOC(=O)[C@@H]1[C@H]2COc3ccc(Br)cc3[C@H]2N2C(=O)N(c3cccc(C)c3)C(=O)[C@]12C	5	-5	4	1	-0.3	-2	101	-0.9	-5	-6
CC(=O)c1ccc(OC(C)C)c(Cc2c(O)[nH]c(=S)[nH]c2=O)c1	11	-6	-8	-3	0.5	1	101	-2.3	-58	7
CC(C)(C)NC(=O)Cn1cc(C(=O)c2ccccc2F)c2ccccc21	2	-5	-27	-4	0.0	-5	100	-0.5	10	3
Cc1cc(OCC(=O)O)c2c3c(c(=O)oc2c1)CCCC3	-10	5	3	4	-1.0	.	.	1.7	9	3
O=[N+]([O-])c1ccccc1CN1CC=C(c2ccc(F)cc2)CC1	-8	-4	0	2	-1.6	7	121	1.6	-12	1
CC(Cc1ccccc1)[n+]1cc(/N=C(\[O-])Nc2ccccc2)on1 (stereo unspecified)	14	0	1	-1	-1.4	2	100	-2.6	1	-10
CC(Cc1ccccc1)NC=O (stereo unspecified)	18	-2	4	0	0.1	-1	102	-3.5	4	4
CN(C)c1ccc(C=C2C(=O)NC(=S)NC2=O)cc1[N+](=O)[O-]	12	0	5	-1	1.4	0	99	-2.3	64*	0
Cc1cccc(-n2c(-c3cccs3)nc3ccccc3c2=O)c1	-7	-5	-1	2	-1.2	.	103	1.1	1	-5

More records follow:
Below each SMILES: MOR-DOR inv ag, Keap1-Nrf2 PPI, Cardiac RTF inh, V-ATPase pH, LANA DNA inh, Wnt act, DSG3 Ab inh, MOR-DOR ag, Arr AP2 block, cardiac RTF act
- CCCc1nc2ccccc2c(=O)n1-c1ccc(OC)cc1
    8, 0, -5, -1, -0.1, -3, 111, -1.5, 11, 10
- Cn1c(O)c(C(=N)COc2cccc(Cl)c2)c(=O)n(C)c1=O
    6, -1, -2, -1, 3.7, ., 97, -1.4, 5, 2
- Cc1ccc(S(=O)(=O)N2CC3CC(C2)c2cccc(=O)n2C3)cc1 (stereo unspecified)
    -8, 3, 8, 0, 0.5, ., 84, 1.4, -1, -3
- CCCCCCn1c(O)c(C=NCCN2CCCCC2)c(=O)[nH]c1=O
    18, 0, -12, -1, 0.5, ., 103, -3.0, 1, 4
- COC(=O)C1=C(c2ccc(OC)c(OC)c2)C[C@@H]2CC[C@H]1N2C(=O)NC1Cc2ccccc2C1
    4, -10, -5, 0, -1.9, -1, 101, -0.7, -1, -4
- COC(=O)C1=C(c2ccc(S(C)(=O)=O)cc2)C[C@@H]2CC[C@H]1N2C(=O)NCc1ccc(F)cc1
    -1, -4, -2, -1, 0.9, -3, 102, 0.2, 5, 1
- CCOC(=O)C1(c2ccccc2)CCN(CCC(=O)Nc2ccccc2OC)CC1
    -439, -2, 2, 0, 4.9, 0, 103, 92*, -4, -1
- CCC(=NCCN1CCOCC1)c1c(O)n(-c2ccccc2C)c(=O)[nH]c1=O
    8, -2, 5, -2, 1.6, ., 102, -1.5, 9, -1
- CCCCC(=O)N/N=C/c1c(O)n(-c2cccc3ccccc23)c(=O)[nH]c1=O
    7, 1, -1, 0, 0.7, 0, 110, -1.3, 6, 0
- COc1ccc(C2SCC(=O)Nc3c2c(=O)[nH]n3C2CCCCC2)cc1 (stereo unspecified)
    24, -1, 7, -3, -0.7, ., 108, -4.8, 10, -2
- COC(=O)C1=C(c2ccc(OC(F)(F)F)cc2)C[C@@H]2CC[C@H]1N2C(=O)NCc1cccc2ccccc12
    -35, -4, -15, -5, 0.8, -3, 101, 6.2, 5, 12
- C=CCn1c(C)c(C=C2C(=O)NC(=O)NC2=O)c2ccccc21
    16, -8, -7, 7, 6.3, -3, 103, -3.1, 11, 8
- CC(C)Oc1cccc(C(=O)C2CCCN(Cc3ccon3)C2)c1 (stereo unspecified)
    9, 0, -17, 0, -2.0, 1, 103, -1.9, 8, 2
- CN1C(=O)N(C)C(=O)C2(Cc3ccccc3N3CCCC32)C1=O (stereo unspecified)
    ., ., ., 4, ., -1, 100, ., -21, .
- CCCC1=C(C(=O)OCC)C2(C(=O)Nc3ccccc32)C(C#N)=C(N)O1 (stereo unspecified)
    -8, -1, -2, 8, 0.4, -4, 111, 1.9, 15, -1
- COc1ccccc1OC(=O)c1ccc(C)c(S(=O)(=O)N2CCOCC2)c1
    16, 2, 10, 1, 0.3, 1, 110, -2.8, 26, 8
- O=c1c2ccccc2[nH]c(=S)n1-c1ccc2c(c1)OCO2
    25, -4, 0, 1, -0.1, ., 101, -5.7, -6, 4
- CN[C@@H](C)[C@@H](O)c1ccccc1
    5, -1, -1, -1, -0.1, 2, ., -0.9, -10, 4
- CC(C)(C)c1ccc(C(=O)C2CCCN(C3CCC3)C2)cc1 (stereo unspecified)
    9, 4, 2, 0, 2.2, -2, 102, -1.6, 5, -3
- C=CCn1c(O)c(C(CC)=Nc2ccc(N(CC)CC)cc2)c(=O)[nH]c1=O
    -3, -2, -3, 2, 1.6, ., 103, 0.7, 3, 1
- O=c1[nH]c(=O)n(CCc2ccccc2)c(O)c1C=NCc1ccc2c(c1)OCO2
    1, -3, -9, 1, 0.5, ., 95, -0.1, 4, 12
- C/C(=N\N1CCCCCC1)c1c(O)n(-c2ccccc2)c(=O)[nH]c1=O
    13, 0, -8, 0, -0.1, -1, ., -2.5, 4, -6
- COc1ccc(N2C(=O)/C(=C/c3ccc(C)o3)C(=O)NC2=S)c(OC)c1
    11, -7, -6, -1, -1.2, 0, 112, -2.1, 14, 3
- O=C(c1c[nH]c2ccc(S(=O)(=O)N3CCC4(CC3)OCCO4)cc2c1=O)N1CCC2(CC1)OCCO2
    9, 1, 1, -2, -0.7, 0, 116, -1.9, 1, -2
- Nc1ccc(Sc2ccc(N)cc2)cc1
    13, 1, -3, 0, -3.2, 0, 111, -2.7, 7, -1
